Bioassay records (PubChem)
IDE inh: inhibits human insulin-degrading enzyme in HEK cells; inhibition, % at 5.59 µM; hit rate 0.41% among 320,000; P14735; FAbetaB cleavage, fluorescence polarization; AID 434962;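 active = percent inhibition above the average of all tested compounds plus 3 SD, set per screening campaign, cut at about 16% in these data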;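 note: IDE supplied by intact live HEK cells; FP after avidin binding of uncleaved biotin substrate so inhibition keeps polarization high; 0% = DMSO wells and 100% = 60 µM reference IDE inhibitor Ii1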
Target sequence (P14735 whole entry, looked up): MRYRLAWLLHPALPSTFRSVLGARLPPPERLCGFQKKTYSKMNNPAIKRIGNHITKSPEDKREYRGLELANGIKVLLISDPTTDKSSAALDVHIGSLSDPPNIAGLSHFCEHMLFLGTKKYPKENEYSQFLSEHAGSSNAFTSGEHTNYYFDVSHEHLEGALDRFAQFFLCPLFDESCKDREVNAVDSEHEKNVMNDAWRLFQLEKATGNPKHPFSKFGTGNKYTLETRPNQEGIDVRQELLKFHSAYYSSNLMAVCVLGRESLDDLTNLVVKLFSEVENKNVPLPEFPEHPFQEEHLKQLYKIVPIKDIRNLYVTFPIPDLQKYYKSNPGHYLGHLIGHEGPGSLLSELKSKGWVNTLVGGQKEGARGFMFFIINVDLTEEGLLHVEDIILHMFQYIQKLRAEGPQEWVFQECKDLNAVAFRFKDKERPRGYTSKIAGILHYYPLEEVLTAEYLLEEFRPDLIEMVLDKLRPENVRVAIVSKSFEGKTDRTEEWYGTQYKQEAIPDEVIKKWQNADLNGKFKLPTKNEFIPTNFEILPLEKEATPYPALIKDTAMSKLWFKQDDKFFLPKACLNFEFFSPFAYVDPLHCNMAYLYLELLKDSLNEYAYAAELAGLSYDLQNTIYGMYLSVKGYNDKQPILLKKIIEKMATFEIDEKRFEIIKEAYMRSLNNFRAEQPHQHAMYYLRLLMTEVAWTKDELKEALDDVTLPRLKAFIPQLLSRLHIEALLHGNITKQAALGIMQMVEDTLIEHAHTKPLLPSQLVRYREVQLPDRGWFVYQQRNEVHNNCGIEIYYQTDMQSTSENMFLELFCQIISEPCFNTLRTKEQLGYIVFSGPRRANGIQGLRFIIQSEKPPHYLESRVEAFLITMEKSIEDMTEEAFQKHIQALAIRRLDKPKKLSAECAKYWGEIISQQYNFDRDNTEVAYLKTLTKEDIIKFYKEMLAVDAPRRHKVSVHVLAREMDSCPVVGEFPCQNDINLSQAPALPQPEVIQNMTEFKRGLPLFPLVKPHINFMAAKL
NALP1 inh: blocks the NALP1 inflammasome reconstituted in yeast; S. cerevisiae NALP1/ASC/caspase-1 growth, X-gal OD620, 72 h; inhibition, % at 10 µM; hit rate 0.61% among 280,000; AID 2071; in the data active = inhibition mostly above about 24%, no sharp cut-off; inactive = mostly below about 32%; note: some compounds called inactive have numbers as strong as hits
UBC9 SUMO inh: SUMOylation inhibition. P63279. HTRF SUMOylation assay, SAE1/SAE2 + UBC9, in vitro. hit rate 0.36% among 290,000. inhibition, % at 35 µM. AID 2006; in the data active = inhibition above about 50%, passing the limit was not always enough; inconclusive = no clear call, values can overlap the other calls; note: strong numbers were not always called active
MEKK2 WT-MEK5: raises or lowers MEK5 binding to wildtype human MEKK2 PB1 domain | Q9Y2U5 | bead flow cytometry, Alexa488-MEK5 binding to MEKK2 WT; actives lie on both sides | binding response (% of control), % at 10 µM | hit rate 1.1% among 290,000; in the data active = binding response below about 67% or above about 130%; inconclusive = no clear call, values can overlap the other calls; inactive = in between
IDE act: activators of human insulin-degrading enzyme in cells. activation, % at 5.96 µM. hit rate 0.073% among 340,000. HEK cells, FAbeta-B cleavage, fluorescence polarization; 0% vehicle, 100% cell-free pure enzyme wells. P14735;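 active = activation above the mean of all tested compounds plus 3 SD, set per screening campaign, cut at about 17% in these data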
MEKK3 PB1 HTS: raises or lowers MEK5 binding to the human MEKK3 PB1 domain; binding response (% of control), % at 10 µM; Q99759; bead-based flow cytometry, Alexa488-MEK5 binding to MEKK3; actives lie on both sides; 0 = blocked by unlabeled MEK5, 100 = vehicle; AID 1529; hit rate 1.4% among 290,000;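 active = binding response more than 3 SD above or below the average of its plate-row segment, actives on both sides; inconclusive = wells at one plate position flagged as instrument error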;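 note: Alexa488 bead fluorescence after subtracting the streptavidin-only scavenger bead signal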
p-CIP stab down: compounds decreasing mouse p/CIP protein stability; Q05BA5; F442A p/CIP-EGFP cells, EGFP fluorescence, 16 h; decrease of EGFP signal, % at 10 µM; hit rate 0.01% among 290,000;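 active = EGFP signal decrease of at least 30% at 10 µM or well 3 SD below plate mean, unless failing retest; inactive = the rest, including hits failing retest or dose response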; note: some compounds called inactive have numbers as strong as hits; many of its hits are not listed in these tables
MEKK2mut PB1 HTS: signal of MEK5 binding to mutant human MEKK2 PB1 domain. bead flow cytometry, Alexa488-MEK5 binding to MEKK2 mutant. percent response, % at 10 µM. hit rate 0.35% among 290,000. AID 1530; in the data active = percent response above about 24%, passing the limit was not always enough; note: inactives centre near 1; some results filed as inactive read as strong as hits; reference of the scale not given here
M18AAP inhibitor: PfM18AAP enzyme inhibition; recombinant PfM18AAP, H-Glu-NHMec fluorogenic cleavage; inhibition, % at 7.35 µM; hit rate 1.2% among 290,000;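 active = inhibition above the campaign mean inhibition over all tested compounds plus 3 SD, cut at about 28% in these data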;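 note: 0% = plate median of test compound wells and 100% = 2 mM ZnCl2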
* marks the source's active call; other numbers are inactive results; ? = inconclusive; . = not tested or not shown; & = joins results of further samples.

SMILES	IDE inh	NALP1 inh	UBC9 SUMO inh	MEKK2 WT-MEK5	IDE act	MEKK3 PB1 HTS	p-CIP stab down	MEKK2mut PB1 HTS	M18AAP inhibitor
CSc1ccccc1NC(=O)c1ccncc1	-2	9	-5	102	0	94	0	2	5
CC(NC(=O)CSC(=S)N(C)C)C12CC3CC(CC(C3)C1)C2 (stereo not given)	.	29	10	100	2	104	-17	5	-2
Cc1noc(C)c1C(=O)N1CCC(Cc2ccccc2)CC1	3	3	20	112	2	105	-25	7	0
Cc1cccn2cc(CNS(=O)(=O)c3cccc(F)c3)nc12	7	25	13	102	0	100	-4	3	-7
O=c1[nH]cc(COCC(F)CCl)c(=O)[nH]1 (stereo not given)	2	.	21	96	-3	96	-7	-4	-9
CN(CC(=O)Nc1sccc1C#N)Cc1ccccc1	-2	24	-10	91	0	90	-11	-3	-1
c1ccc2c(-c3nnc4n3CCCCC4)c[nH]c2c1	8	11	-10	107	-14	107	2	8	7
C#CCNC(=O)C1=C[C@H](c2ccc(Br)cc2)[C@@H](CCCO)[C@H](OCC)O1	-3	2	-6	109	5	106	-3	5	2
Cc1ccc(CSc2nnc(SCC(=O)N/N=C/C=C/c3ccccc3[N+](=O)[O-])s2)cc1	2	22	1	96	6	90	-16	-1	4
COc1ccc(N(CC(=O)Nc2ccccc2OC)S(=O)(=O)c2ccc(NC(C)=O)cc2)cc1	2	13	-10	104	-3	103	-17	4	-21
CC(C)Oc1snc(Cl)c1C(N)=O	2	18	10	.	4	.	-2	.	11
N#CC(C(=O)NCCc1ccccc1)c1nc2ccccc2nc1N1CCOCC1 (stereo not given)	2	-8	9	99	-1	106	10	5	0
COc1ccc(Nc2nc(N)nc(CSC(=S)N3CCN(c4ccccc4)CC3)n2)cc1	7	32	-19	100	1	99	-4	-3	2
CS(=O)(=O)c1ccc(C(=O)N(CCc2ccccc2)Cc2ccccc2)cc1	-5	0	7	104	1	102	-11	2	-2
Clc1cccc(-c2nn3c(Cn4cnc5ccccc54)nnc3s2)c1	3	2	-8	72	-7	65	14	-5	8
CCN(CCNC(=O)c1cccc(N2CCCC2=O)c1)c1ccccc1	3	-3	-9	103	1	103	-3	5	-1
O=c1c2[nH]c3ccc(F)cc3c2ncn1CCN1CCOCC1	0	12	28	97	5	98	-14	-7	6
Cn1c(=O)c2c(nc(CN3CCN(c4cccc(Cl)c4)CC3)n2CCc2ccccc2)n(C)c1=O	-1	.	.	103	-3	106	.	-7	-7
O=C(Nc1ccccc1F)N(Cc1ccc(F)cc1)Cc1nc2ccccc2c(=O)[nH]1	1	14	7	99	1	104	-7	0	-1
CN1CCN(CCCC(=O)c2ccc(C3CCCC3)cc2)CC1	7	18	19	104	-2	95	-7	3	-3
Cc1ccc(OCC(=O)N2CCN(C3=NS(=O)(=O)c4ccccc43)CC2)cc1	-3	7	-10	117	1	107	3	9	2
COC(C(=O)Nc1ccc(C(C)=O)cc1)c1ccccc1 (stereo not given)	5	16	4	100	5	97	1	-2	7
CC(C)(C)N=C1SCC(C)(/C=N/O)S1 (stereo not given)	-4	4	19	104	1	100	-10	2	2
Cc1ccc(Sc2nc(C)c([N+](=O)[O-])c(C)c2C#N)cc1	3	.	-12	104	.	104	-5	3	5
O=C(O)c1ccc(N/N=C/C=C/c2ccc([N+](=O)[O-])o2)cc1	50*	14	20	94	-47	100	-54	2	12
CCOC(=O)OC(C)OC1=C(C(=O)Nc2ccccn2)N(C)S(=O)(=O)c2ccccc21 (stereo not given)	0	.	.	105	.	105	.	4	.
CCc1nnc(NC(=O)CN2CCC(O)(c3ccccc3OC)CC2)s1	-1	-2	5	109	3	100	3	5	1
Fc1ccc(NC(=S)NC2CC3CCC(C2)N3Cc2ccco2)cc1 (stereo not given)	2	-2	2	135	5	124	-5	6	-4
CN=C(Nc1ccc(Cl)cc1)c1cccc(C(F)(F)F)c1	0	-6	-22	101	3	96	-9	3	3
NCCOc1ccc(C2CCCCC2)cc1	-2	8	-4	111	-1	99	10	5	4
COc1ccccc1NC(=O)N1C2CCCC1CC(NC(=O)c1ccccc1)C2 (stereo not given)	7	6	17	102	-1	103	2	4	-4
O=C(CCC(=O)Nc1ccc(Cl)cc1Cl)NNC(=O)Nc1ccccc1	-1	-2	9	97	3	93	-9	-2	-2
COc1ccc(C(=O)NNC(=O)C(=O)/C=C(\O)c2ccc(C)cc2)cc1	-2	14	-12	101	3	102	-2	-1	13
O=C(CSC1=NCCN1)NC1CCCCCC1	-1	8	12	107	2	106	-8	4	2
O=C(O)c1cc([N+](=O)[O-])ccc1NCCO	6	14	1	96	8	98	0	-3	-1
CC(C)(C(=O)c1ccccc1)/[N+]([O-])=C/c1ccc(F)cc1	-1	.	.	103	5	102	.	8	9

2 entries from above, set out differently:
Values run as follows: IDE inh | NALP1 inh | UBC9 SUMO inh | MEKK2 WT-MEK5 | IDE act | MEKK3 PB1 HTS | p-CIP stab down | MEKK2mut PB1 HTS | M18AAP inhibitor
- CN=C(Nc1ccc(Cl)cc1)c1cccc(C(F)(F)F)c1
 : 0 | -6 | -22 | 101 | 3 | 96 | -9 | 3 | 3
- NCCOc1ccc(C2CCCCC2)cc1
 : -2 | 8 | -4 | 111 | -1 | 99 | 10 | 5 | 4

Later entries
SMILES	IDE inh	NALP1 inh	UBC9 SUMO inh	MEKK2 WT-MEK5	IDE act	MEKK3 PB1 HTS	p-CIP stab down	MEKK2mut PB1 HTS	M18AAP inhibitor
O=C(CSc1nnnn1-c1ccccc1)Nc1nc(-c2ccccc2)ns1	7	.	-36	103	0	103	8	9	-13
C[n+]1c2n(c3ccccc31)N=C(c1ccccc1)CS2	-2&2	-8&5	3&-8	85&109	-4&1	89&105	8&-3	-9&1	11&10
O=C(COC(=O)CCC(=O)c1ccc2c(c1)OCCO2)NCc1ccc2c(c1)OCO2	10	2	-12	98	-2	95	6	-3	2
Cc1ccc(Cn2ccc(NC(=O)c3cc4nc5c(c(C(F)(F)F)n4n3)CCc3ccccc3-5)n2)cc1	.	-1	6	103	.	105	-20	1	-1
COc1ccc2c(c1)[nH]c1c(=O)n(Cc3ccncc3)cnc12	1	10	7	96	-4	91	-6	-8	5
O=C(NC(=S)Nc1ccc(NC(=O)c2cccs2)cc1)c1ccc([N+](=O)[O-])cc1	2	26	22	104	2	105	3	-1	-15
CCCCCCC(=O)Oc1cccc(N2C(=O)C3CCCCC3C2=O)c1 (stereo not given)	1	-18	-20	106	4	105	3	1	1
N#Cc1c2c(nc(N)c1-c1ccccc1)CCCCC2	2	-3	13	99	-7	100	-8	1	5
Cc1ccc(-n2ncc3c(=O)n(-c4ccc(C)c(C)c4)c(C)nc32)cc1	3	-14	2	97	8	102	-1	1	-6
Cc1c(NC(=O)Cn2[nH]c(=O)c3ccccc3c2=O)c(=O)n(-c2ccccc2)n1C	2	16	26	107	4	104	-10	3	-14
CCn1cc(C(=O)O)c(=O)c2cc(F)c(N/N=C/c3ccccc3)cc21	4	-8	9	103	7	112	-11	2	2
CN(Cc1ccccc1)C(=O)CCS(=O)(=O)c1ccc2c(c1)oc(=O)n2C	-3	8	15	108	7	105	-27	9	-2
O=C(COc1ccccc1Cl)NCCNC(=O)c1ccccn1	6	12	4	93	2	99	7	-2	-6
O=S1(=O)CCC(SCc2nc3sccn3c2Br)C1 (stereo not given)	0	18	20	101	-3	101	2	5	1
COc1ccc(-n2c(=O)cc(N3CCOCC3)[nH]c2=O)cc1	-1	-2	10	103	1	104	-9	3	5
Cc1ccc(C(=O)O)cc1NC(=O)Nc1ccc2c(c1)OCO2	-3	2	17	82	-3	102	2	-13	-8
CC1(C)Cc2ccccc2C(c2cc3ccccc3oc2=O)=N1	2	-2	12	104	3	99	3	-2	3
Cc1ccc(CSCC(=O)NCCCN2CCOCC2)cc1	-1	-14	2	102	-3	103	-3	4	-6
COc1cccc2cc(-c3ccnc(=S)[nH]3)oc12	39*	-13	12	94	.	99	5	-5	8
C/C(=C\c1ccccc1)C(=O)n1nnc2ccccc21	7	13	24	109	2	110	-6	8	-7
Cc1cc(N/N=C/c2ccccc2F)nc(NCc2ccccc2)n1	4	14	6	114	4	95	-12	11	0
O=[N+]([O-])c1ccccc1/C=C/C=N/n1c(-c2ccccc2)n[nH]c1=S	1	25	19	98	4	94	0	-1	16
CCCCn1c(NCCC)nc2c1c(=O)[nH]c(=O)n2C	.	16	9	116	7	112	1	4	-4
O=C(COC(=O)c1ccc2ncsc2c1)Nc1ncc(Cl)cc1Cl	0	9	30	94	-7	96	-3	1	16
COc1ccc(-c2ccc(=O)n(CC(=O)Nc3nnc(C(C)C)s3)n2)cc1OC	4	8	-14	84	1	86	2	-5	-1
Cc1ccc(-c2nc3cccnc3s2)cc1NC(=O)c1ccco1	3	.	.	97	2	101	.	2	3
COc1ccc(C(=O)NC2CCCc3ccccc32)cc1Br (stereo not given)	-4	6	11	101	3	101	-7	3	2
Cc1c(C(=O)OCC(=O)Nc2ccc3c(c2)OCO3)cccc1[N+](=O)[O-]	-2	25	-4	105	-3	100	-16	0	4
COc1ccccc1NC(=O)Cn1nnc(C(=O)Nc2ccccc2)c1N	-3	29	-13	98	0	96	1	4	4
N#Cc1nc(Cc2cccc3ccccc23)oc1NCc1ccc(F)cc1	3	34	-8	87	5	88	-19	-10	1
Cc1cc(C)nc(NN2C(=O)C=CC2=O)n1	4	2	8	104	-3	103	-13	6	-2
CCCNC(=O)CSc1nccn1Cc1ccc(OC)cc1	1	7	14	102	6	99	-2	0	0
N#Cc1ccc(CSc2nnc(-c3ccccc3)n2Cc2ccco2)cc1	5	16	19	102	0	98	-27	2	-12
CC(C(=O)N1CCc2ccccc2C1)N(c1ccccc1)S(C)(=O)=O (stereo not given)	6	5	-1	104	3	107	-7	3	-4
CN1CCC(=C(c2ccc(Cl)cc2)c2ccccn2)CC1	-2	12	7	100	2	104	0	1	0
CCn1c(SCC(=O)NC2CCCCC2)nc2c(c1=O)SCC2	4	11	8	105	3	105	-11	3	2
CC(=O)N1CCN(c2ccc(NCc3ccc(C)cc3)cc2)CC1	3	8	2	91	3	95	-18	-8	4
O=C1CN(C(=O)c2ccc(Br)o2)C(c2ccc(F)cc2)c2cc(Cl)ccc2N1 (stereo not given)	4	-2	5	92	-5	102	-10	3	-4
COc1cc(/C=C(\C#N)c2ccccn2)ccc1OCc1ccccc1	7	20	16	96	-4	101	-13	12	-8
Cc1ccccc1CC1(CO)CCCN(Cc2cn[nH]c2-c2ccccc2)C1 (stereo not given)	0	19	11	104	4	106	-13	2	-6
COC(=O)c1ccc(C2/C(=C(\O)c3ccc4c(c3)OCCO4)C(=O)C(=O)N2c2nnc(C)s2)cc1 (stereo not given)	2	6	18	105	-1	100	-8	1	0
Cc1ccc(-c2nnn(CC(=O)N(CC(=O)NC3CCCC3)c3ccc(F)cc3)n2)o1	-7	4	3	102	6	97	-19	3	4
Cc1[nH]n2c(=O)cc(-c3ccc([N+](=O)[O-])cc3)nc2c1-c1ccccc1	-2	.	.	?	8	?	.	-38	-9
COC(=O)c1cn(-c2ccccc2)nc1-c1cccnc1	3	11	4	105	0	106	-1	3	1
O=C(Cn1ccc([N+](=O)[O-])n1)N1CCCc2ccccc21	2	32	-2	101	-4	107	11	-1	5
Cc1cccc(OC(C)C(=O)N/N=C\c2ccncc2)c1 (stereo not given)	-6	-1	-5	102	-4	103	4	5	0

Some of the compounds tested. The share of hits here may be higher or lower than overall.
